Bioassay records deposited in PubChem BioAssay by The Scripps Research Institute Molecular Screening Center.
IDE cell activ: activators of human insulin-degrading enzyme in cells. HEK cells, FAbeta-B cleavage, fluorescence polarization; 0% vehicle, 100% cell-free pure enzyme wells. activation, % at 5.96 µM. 340,000 compounds, 0.073% hits. AID 493087;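 active means activation above the mean of all tested compounds plus 3 SD, set per screening campaign, cut at about 17% in these data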
Target sequence (P14735 whole entry, looked up): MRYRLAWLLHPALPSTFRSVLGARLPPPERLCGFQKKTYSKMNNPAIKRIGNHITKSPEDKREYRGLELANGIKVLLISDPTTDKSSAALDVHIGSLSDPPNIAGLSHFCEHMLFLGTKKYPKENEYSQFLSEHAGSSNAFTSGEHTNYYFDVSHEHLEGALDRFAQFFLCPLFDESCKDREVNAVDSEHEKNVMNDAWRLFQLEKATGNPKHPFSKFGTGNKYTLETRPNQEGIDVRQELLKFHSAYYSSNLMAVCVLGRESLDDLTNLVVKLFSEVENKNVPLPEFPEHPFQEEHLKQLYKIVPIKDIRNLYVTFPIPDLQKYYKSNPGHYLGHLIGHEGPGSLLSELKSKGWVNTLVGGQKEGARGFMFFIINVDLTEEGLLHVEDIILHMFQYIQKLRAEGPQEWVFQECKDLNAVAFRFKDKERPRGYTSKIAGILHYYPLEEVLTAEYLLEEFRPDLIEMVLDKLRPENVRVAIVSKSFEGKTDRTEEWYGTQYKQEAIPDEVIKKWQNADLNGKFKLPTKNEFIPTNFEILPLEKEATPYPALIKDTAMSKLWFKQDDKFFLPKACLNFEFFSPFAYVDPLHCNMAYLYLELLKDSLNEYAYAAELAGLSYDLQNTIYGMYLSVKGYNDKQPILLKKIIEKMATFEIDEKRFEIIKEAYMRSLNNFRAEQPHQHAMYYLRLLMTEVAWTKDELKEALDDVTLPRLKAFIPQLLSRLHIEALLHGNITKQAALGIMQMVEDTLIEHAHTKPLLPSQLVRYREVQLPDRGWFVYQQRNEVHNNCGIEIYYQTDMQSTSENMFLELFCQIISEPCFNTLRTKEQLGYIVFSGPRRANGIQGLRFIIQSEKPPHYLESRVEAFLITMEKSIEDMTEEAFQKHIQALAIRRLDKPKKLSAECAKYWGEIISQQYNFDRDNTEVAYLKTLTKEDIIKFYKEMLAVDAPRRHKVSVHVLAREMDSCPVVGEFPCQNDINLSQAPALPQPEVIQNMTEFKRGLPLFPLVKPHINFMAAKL
The depositor's hits bear a star. The list is partial; count on the stated rates, not on these rows.

For Cc1cccc([C@@H]2[C@@H]3C(=O)N(Cc4ccccc4)C(=O)[C@@H]3[C@]3(Cc4ccccc4)C(=O)N(c4cccc(Cl)c4)C(=O)N23)c1 the results were IDE cell activ -5.
`Cc1noc(C)c1C(=O)OCC(=O)NCCc1ccc(S(N)(=O)=O)cc1` gave IDE cell activ 0.
Screening Cc1cccc(NC(=O)CSc2nc(=O)n(CCCN3CCOCC3)c3c2CCCC3)c1 returned IDE cell activ 2.
Screening Cc1noc(C)c1C(=O)Nc1cccc(S(=O)(=O)N2CCOCC2)c1 returned IDE cell activ 0.
Cc1cc(O)c(Sc2ccc(Cl)cc2)c(=O)[nH]1 was read as IDE cell activ 2.
`O=NN(CCCl)C(=O)NCCCl` gave IDE cell activ -1.
`COc1ccc(C2CC(c3ccc(C(F)(F)F)cc3)=NN2c2ccc(S(N)(=O)=O)cc2)cc1` (configuration not stated) gave IDE cell activ 0.
`O=C(O)c1ccccc1C(=O)Nc1ccc(S(=O)(=O)Nc2nccs2)cc1` gave IDE cell activ 4.
`C=CCN1C(=O)c2ccc(C(=O)N(CC)CC(=O)Nc3ccc(OC)cc3)cc2C1=O` gave IDE cell activ 1.
Screening O=C(c1ccccc1)c1ccc(C(=O)N2CCN(c3ccc(O)cc3)CC2)cc1 returned IDE cell activ 3.
Cc1cc(C)c2nc(N3C(=O)C(O)=C(C(=O)c4ccco4)C3c3cccc(O)c3)sc2c1 (configuration not stated) was read as IDE cell activ -3.
For COc1cc(/C=C/C(=O)OCC(=O)N(C)CC(=O)Nc2ccc(F)cc2)ccc1OC(F)F the results were IDE cell activ 3.
For COc1ccccc1C(=O)NC(=O)COC(=O)c1nccnc1N the results were IDE cell activ 2.
For Cc1ccc(C(=O)CN(CCC(=O)O)S(=O)(=O)c2ccc([N+](=O)[O-])cc2)cc1 the results were IDE cell activ -3.
For Cc1ccccc1-c1nnn(Cc2cccc(S(=O)(=O)N3CCOCC3)c2)n1 the results were IDE cell activ -2.
O=C1Cc2cc(NS(=O)(=O)c3ccc(F)cc3)cc3c2N1CCC3 was read as IDE cell activ 5.
CCN(c1ccccc1)S(=O)(=O)c1ccc(C(=O)NCC(=O)Nc2ccc(F)c(F)c2F)cc1 was read as IDE cell activ 4.
Cc1ccc(C)c(OCCC(=O)NNC(=O)c2ccccc2F)c1 was read as IDE cell activ 2.
CCc1noc(C)c1C(=O)OCC(=O)N1CCc2ccccc21 was read as IDE cell activ 0.
Screening COc1ccc(/C=C/C(=O)NNC(=O)c2cc(C)oc2C)cc1 returned IDE cell activ 6.

Compounds shown so far that have an aryl methoxy group:
`COc1ccc(C2CC(c3ccc(C(F)(F)F)cc3)=NN2c2ccc(S(N)(=O)=O)cc2)cc1` (configuration not stated) gave IDE cell activ 0.
`C=CCN1C(=O)c2ccc(C(=O)N(CC)CC(=O)Nc3ccc(OC)cc3)cc2C1=O` gave IDE cell activ 1.
For COc1cc(/C=C/C(=O)OCC(=O)N(C)CC(=O)Nc2ccc(F)cc2)ccc1OC(F)F the results were IDE cell activ 3.
For COc1ccccc1C(=O)NC(=O)COC(=O)c1nccnc1N the results were IDE cell activ 2.
Screening COc1ccc(/C=C/C(=O)NNC(=O)c2cc(C)oc2C)cc1 returned IDE cell activ 6.

The list goes on:
`CN1C(=O)[C@@H]2[C@H](C1=O)[C@@H]1C(=O)Nc3ccccc3C(=O)N1[C@@H]2c1ccc(Br)cc1` gave IDE cell activ -4.
For Cc1sc2ncnc(SCC(=O)Nc3ccc(CN4CCCC4)cc3)c2c1C the results were IDE cell activ 8.
For O=C(Nc1ccc(SC(F)F)cc1)c1cc(-c2ccncc2)nc2ccccc12 the results were IDE cell activ 4.
For CC12CCC(=O)N1C(C(=O)Nc1ccc(Cl)c(Cl)c1)CS2 (configuration not stated) the results were IDE cell activ 4.
For N#Cc1ccccc1OCC(=O)NCc1ccccc1CN1CCCC1 the results were IDE cell activ 7.
CCCn1c(N)c(C(=O)CN(C)CC(=O)Nc2ccc(F)cc2)c(=O)[nH]c1=O was read as IDE cell activ 4.
For Cc1ccc(S(=O)(=O)N2CCN(C(=O)CN3C(=O)CNC3=O)CC2)cc1 the results were IDE cell activ -1.
`O=C(Cn1c(=O)ccn(Cc2ccccc2)c1=O)Nc1cccc(S(=O)(=O)N2CCOCC2)c1` gave IDE cell activ 1.
`CC1(C)CC(=O)C=C(c2cccc(O)c2)C1` gave IDE cell activ 4.
For CNC(=O)c1ccc(CN(C)CC(=O)Nc2ccccc2C(=O)NC2CC2)cc1 the results were IDE cell activ 2.
COc1cccc(NC(=O)COc2coc(CN3CCN(c4ccccc4)CC3)cc2=O)c1 was read as IDE cell activ 1.
Cn1c(=O)[nH]c(NCCc2ccc(O)cc2)c([N+](=O)[O-])c1=O was read as IDE cell activ -3.
Screening CC(C)(C)OC(=O)[C@H](NC(=O)OCc1ccccc1)c1ccccc1 returned IDE cell activ 3.
CN(C(=O)COC(=O)C1CCN(S(=O)(=O)c2ccc3c(c2)OCCO3)CC1)C1CCS(=O)(=O)C1 (configuration not stated) was read as IDE cell activ 3.
`Cc1ccc(NC(=O)c2cc(=O)[nH]c3ccc(S(=O)(=O)N4CCOCC4)cc23)nc1` gave IDE cell activ 6.
Screening O=C(CCC1CCCCC1)NCCS(=O)(=O)N1CCN(c2ccccc2)CC1 returned IDE cell activ -2.
COc1cc2cc(CCCOC(=O)c3ccc(C(F)(F)F)cc3)oc(=O)c2cc1OC was read as IDE cell activ -8.
`COc1ccccc1C(CNC(=O)c1ccc(C)c(S(=O)(=O)N2CCCCC2)c1)N(C)C` (configuration not stated) gave IDE cell activ 0.
CCN(CC(=O)Nc1ccc2c(c1)OCCO2)C(=O)c1ccc(C)c(S(=O)(=O)N2CCOCC2)c1 was read as IDE cell activ -4.
COc1cccc(/C=C/C(=O)NNC(=O)c2ccncc2)c1 was read as IDE cell activ 4.

Ordered by count of non-hydrogen atoms (smallest number first): some entries from above
For CC12CCC(=O)N1C(C(=O)Nc1ccc(Cl)c(Cl)c1)CS2 (configuration not stated) the results were IDE cell activ 4.
For Cc1ccc(S(=O)(=O)N2CCN(C(=O)CN3C(=O)CNC3=O)CC2)cc1 the results were IDE cell activ -1.
CCCn1c(N)c(C(=O)CN(C)CC(=O)Nc2ccc(F)cc2)c(=O)[nH]c1=O was read as IDE cell activ 4.
For O=C(Nc1ccc(SC(F)F)cc1)c1cc(-c2ccncc2)nc2ccccc12 the results were IDE cell activ 4.
COc1cc2cc(CCCOC(=O)c3ccc(C(F)(F)F)cc3)oc(=O)c2cc1OC was read as IDE cell activ -8.
`O=C(Cn1c(=O)ccn(Cc2ccccc2)c1=O)Nc1cccc(S(=O)(=O)N2CCOCC2)c1` gave IDE cell activ 1.

Later entries:
For CN(C(=O)c1ccc(NC(=O)Cc2cccc(NC(=O)C3CCN(C(=O)C4CCCC4)CC3)c2)cc1)C1CC1 the results were IDE cell activ 1.
O=C(NCC(c1ccco1)N1CCN(c2ccc(F)cc2)CC1)c1ccco1 (configuration not stated) was read as IDE cell activ 0.
For Fc1cccc(CSc2ncnc3c2ncn3C2CCCCO2)c1 (configuration not stated) the results were IDE cell activ -8.
For COc1ccc(-c2sc3ccccc3c2-c2ccc(OCCN3CCOCC3)cc2)cc1 the results were IDE cell activ -2.
Screening O=C1NC(c2cccc3ccccc23)Nc2ccccc21 (configuration not stated) returned IDE cell activ 3.
For CCOC(=O)CNC(=O)C1(NC(=O)CNC(=O)OCc2ccccc2)CCCC1 the results were IDE cell activ 2.
Screening O=C(NCC(c1ccco1)N1CCN(c2ccc(F)cc2)CC1)C(=O)NC1CCCC1 (configuration not stated) returned IDE cell activ 2.
`N#Cc1nnn2c1nc(N)c1c(F)cccc12` gave IDE cell activ 5.
`CS(=O)(=O)c1ccc(C(=O)N2CCN(C(=O)c3ccco3)CC2)cc1` gave IDE cell activ 0.
O=C(OCC(=O)N1CCCc2ccccc21)c1cc(S(=O)(=O)N2CCOCC2)ccc1O was read as IDE cell activ 8.
CCOc1ccc(N2C(=O)C(C)CNC2=S)cc1 (configuration not stated) was read as IDE cell activ 7.
CN(Cc1ccccc1)C(=O)C1CCCN1S(=O)(=O)c1ccc(Cl)cc1 (configuration not stated) was read as IDE cell activ 0.
Screening CN1CC(=O)N(CC(=O)Nc2cccc3ccccc23)C1=O returned IDE cell activ 2.
Screening CCCCCN(C(=O)CCC(=O)OCC(=O)N(C)c1ccccc1)c1c(N)n(CCCC)c(=O)[nH]c1=O returned IDE cell activ 2.
For CCOC(=O)C(Cc1ccnc2ccccc12)=NO the results were IDE cell activ 3.
CCCN(CC(=O)Nc1ccccc1OC)C(=O)c1ccc2c(c1)NC(=O)C(C)S2 (configuration not stated) was read as IDE cell activ 0.
Cc1cc(C(=O)NCC(c2ccco2)N2CCCC2)c2ccccc2n1 (configuration not stated) was read as IDE cell activ 5.
CC(C)(C)c1ccc(S(=O)(=O)N2CCNC(=O)C2)cc1 was read as IDE cell activ 2.
`CSc1ncccc1C(=O)Nc1cccc(S(=O)(=O)N(C)c2ccccc2)c1` gave IDE cell activ -2.
CCN1CCN(C(=O)C(Cc2ccccc2)NC(=O)c2ccc(Cl)c(S(=O)(=O)N(C)C)c2)CC1 (configuration not stated) was read as IDE cell activ 4.
`Cc1cc(C)n2nc(SC(C)C(=O)N(C)c3ccccc3)nc2n1` (configuration not stated) gave IDE cell activ 3.
Screening CCCNC(=O)C(Cc1ccc(Cl)cc1)NC(=O)c1ccc(-c2ccccc2)cc1 (configuration not stated) returned IDE cell activ -7.
Cc1cccc(NC(=O)CN2C(=O)c3ccccc3S2(=O)=O)n1 was read as IDE cell activ 3.
`O=C(COC(=O)c1ccc(Br)o1)c1ccc(S(=O)(=O)N2CCCCC2)cc1` gave IDE cell activ 5.
`CCOC(=O)[C@H]1[C@H]2COc3ccc(Br)cc3[C@@H]2N2C(=O)c3cc(OC)c(OC)cc3NC(=O)[C@@]12C` gave IDE cell activ 4.
For COCCn1c(C)cc(C(=O)COC(=O)c2ccc(Cl)c(S(N)(=O)=O)c2)c1C the results were IDE cell activ 2.
Screening O=C(Cn1cnc2ccccc21)OCC(=O)N1CCCCC1 returned IDE cell activ 1.
`O=C(COC(=O)c1ccc(Cl)cc1)NC1CCCCCC1` gave IDE cell activ -2.
For Cc1ccc(C(=O)OCC(=O)NNC(=O)COc2ccc(Cl)cc2)c(O)c1 the results were IDE cell activ 2.
For N#Cc1ccc(-c2c(-c3ccccc3)ncc3cc(F)ccc23)cc1 the results were IDE cell activ -1.
`O=S(=O)(CCNCCc1ccccc1)NCc1ccccc1` gave IDE cell activ 5.
CCn1cnnc1SCC(=O)c1c(N)n(C2CC2)c(=O)[nH]c1=O was read as IDE cell activ 6.
O=C(Nc1ccc(S(=O)(=O)N2CCCC2)cc1)c1cccc(OC(F)F)c1 was read as IDE cell activ -2.
[O-][n+]1c2ccccc2cc2ccccc21 was read as IDE cell activ 4.
`Cc1nn(CC(=O)N(CC(C)C)C2CCS(=O)(=O)C2)c(C)c1[N+](=O)[O-]` (configuration not stated) gave IDE cell activ -5.
For CC(=O)Nc1ccc(S(=O)(=O)NCCC(=O)OCC(=O)c2ccccc2)cc1 the results were IDE cell activ 1.
For Cc1cc(C)n2nc(C(=O)OCC(=O)Nc3cc(Cl)ccc3C)nc2n1 the results were IDE cell activ 5.
O=C1C(=Cc2ccco2)CCCC1=Cc1ccco1 was read as IDE cell activ -40.
COc1ccc(OCC(=O)NNC(=O)c2ccccc2OCc2c(C)noc2C)cc1 was read as IDE cell activ 3.
Screening CCOC(=O)C1=CN(Cc2cccc(F)c2)S(=O)(=O)NC1c1ccc(Br)cc1F (configuration not stated) returned IDE cell activ 0.
Screening O=C(Nc1ccc2c(c1)Cc1ccccc1-2)c1ccccc1F returned IDE cell activ 4.
Screening Cc1ccc(NC(=O)CCc2ccccc2)cc1S(=O)(=O)N1CCOCC1 returned IDE cell activ 2.
CSCCC(NS(=O)(=O)c1ccc(C)cc1)C(=O)N1CCN(C(c2ccccc2)c2ccccc2)CC1 (configuration not stated) was read as IDE cell activ 3.
Screening Clc1nc(Cl)c2ncn(-c3ccccc3)c2n1 returned IDE cell activ 8.
Screening CCOC(=O)C1CCN(C(=O)COC(=O)/C=C/c2ccc([N+](=O)[O-])cc2)CC1 returned IDE cell activ 3.
Screening O=C(OC1CCOC1=O)C1CCN(S(=O)(=O)c2c(Cl)cccc2Cl)CC1 (configuration not stated) returned IDE cell activ -3.
N#Cc1ccc(C23OCCN2CCn2nc4ccccc4c23)cc1 (configuration not stated) was read as IDE cell activ 2.
Screening O=C(Cc1cccc(NC(=O)C2CCCN(C(=O)C3CC3)C2)c1)Nc1cccc(C(=O)N2CCCC2)c1 (configuration not stated) returned IDE cell activ 6.
Screening CCN(CC)S(=O)(=O)c1ccc(C(=O)N2CCN(C(=O)c3ccco3)CC2)cc1 returned IDE cell activ 4.
For COc1ccc(OC)c(NC(=O)/C=C/c2ccc(S(=O)(=O)N3CCOCC3)cc2)c1 the results were IDE cell activ -2.
For CC(=O)Nc1ccc(S(=O)(=O)N(C)CC(=O)Nc2nc3ccccc3[nH]2)cc1 the results were IDE cell activ -5.
`CCN(CC(=O)Nc1c(F)cccc1F)C(=O)C1CCN(S(=O)(=O)c2ccccc2C(=O)OC)CC1` gave IDE cell activ -1.

4 records picked at random from the list so far:
Screening Clc1nc(Cl)c2ncn(-c3ccccc3)c2n1 returned IDE cell activ 8.
Screening O=C(OC1CCOC1=O)C1CCN(S(=O)(=O)c2c(Cl)cccc2Cl)CC1 (configuration not stated) returned IDE cell activ -3.
Screening CCN(CC)S(=O)(=O)c1ccc(C(=O)N2CCN(C(=O)c3ccco3)CC2)cc1 returned IDE cell activ 4.
For CC(=O)Nc1ccc(S(=O)(=O)N(C)CC(=O)Nc2nc3ccccc3[nH]2)cc1 the results were IDE cell activ -5.
